Screens from PubChem.
RAD54 inh: blocks human RAD54 Holliday junction branch migration. Q92698. FAM/BHQ fluorescence. inhibition, % at 10.4 µM. 360,000 tested, 0.14% active;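 active means mean normalized replicate activity at least 40 and at least half of replicates scoring 40 or more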;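 further: 0% = median of neutral control wells and 100% = median of positive control wells; inhibitors cause a drop in the FAM fluorescence signal; in these data hits start at about 50%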
E-selectin induc: E-selectin induction on HUVECs | P16581 | HUVEC E-selectin immunofluorescence imaging; normalized: neutral wells 0, TNF-alpha wells 100 | activation, % at 7.58 µM | 260,000 tested, 0.37% active | AID 686992;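 active means mean E-selectin-positive cell signal at least 10% of the positive control, reached in at least 60% of replicates, without over 20% cell loss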;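 further: in these data hits start at about 27%; measured in HUVEC primary endothelial cells; signal is the percent of cells scored E-selectin positive by PE staining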
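material = human umbilical vein endothelial cells (HUVEC), E-selectin induction | quantity = 3,000 cells/well | medium = EGM-2 growth medium on 0.1% gelatin-coated wells | technique = immunofluorescence imaging | read-out basis = % PE-positive cells | control set = TNF-alpha positive control, DMSO neutral control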
S100A4 MyoIIA: S100A4-myosin IIA interaction inhibition | S100A4/TAMRA-MyoIIA peptide fluorescence polarization | inhibition, % at 10.7 µM | AID 652163 | 360,000 tested, 0.14% active | P26447;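 active means mean inhibition of at least 70% across replicates, with every replicate also reaching that level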
Target sequence (P26447 whole entry, looked up): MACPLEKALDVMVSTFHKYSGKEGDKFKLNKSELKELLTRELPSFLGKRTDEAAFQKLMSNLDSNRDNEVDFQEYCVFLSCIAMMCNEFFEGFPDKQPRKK
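incubation = readout 5 min after mixing, signal stable up to 60 min | system = S100A4 monomer protein | buffer or medium = HEPES pH 7.2 with CaCl2, KCl, NaCl, DTT, Triton | benchmarks = neutral control DMSO, positive control TFP | also added = fluorescent myosin IIA peptide, 5 nM | compound dosing = one concentration per compound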
RAD52 anneal inh: RAD52 (human) annealing inhibition; recombinant RAD52 DNA annealing, FRET fluorescence; inhibition, % at 18.7 µM; 360,000 tested, 0.46% active; AID 651710;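 active means every replicate showing at least 50% inhibition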
Target sequence (P43351 whole entry, looked up): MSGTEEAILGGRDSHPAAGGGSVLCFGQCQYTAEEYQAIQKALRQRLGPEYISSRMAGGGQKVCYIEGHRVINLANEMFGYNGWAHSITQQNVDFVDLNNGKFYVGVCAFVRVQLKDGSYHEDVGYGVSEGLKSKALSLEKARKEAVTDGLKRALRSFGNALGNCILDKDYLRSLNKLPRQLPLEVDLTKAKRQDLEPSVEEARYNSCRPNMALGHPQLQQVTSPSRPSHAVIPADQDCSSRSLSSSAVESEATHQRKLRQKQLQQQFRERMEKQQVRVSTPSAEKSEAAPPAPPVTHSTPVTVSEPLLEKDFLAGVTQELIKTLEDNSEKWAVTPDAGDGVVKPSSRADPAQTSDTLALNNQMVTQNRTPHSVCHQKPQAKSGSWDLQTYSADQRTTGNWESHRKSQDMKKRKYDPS
EWS-Fli block: blocks EWS/Fli oncoprotein-driven transcription; A673 NR0B1-luciferase reporter, viability-normalised; inhibition, % at 12.6 µM; 350,000 tested, 0.67% active; AID 651661;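 active means mean inhibition of at least 50% after viability correction, with every replicate also passing that limit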;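 further: firefly luciferase signal divided by Alamar Blue viability fluorescence both relative to DMSO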
FN deposition inh: fibronectin deposition inhibition | AH1F fibroblasts, Alexa488-fibronectin deposition fluorescence, overnight | inhibition, % at 12.6 µM | 350,000 tested, 0.086% active | AID 743247;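 active means mean inhibition across replicates of 30% or more, regardless of how many single replicates reach that level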;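 further: positive control wells lacked labelled fibronectin entirely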
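Material: AH1F fibroblasts assembling fluorescent fibronectin matrix; amount: 10000 AH1F cells/well; medium: DMEM, 2% serum; reagent: Alexa488-fibronectin, 24 nM final in well; dosing: single compound dose, delivered by pin transfer; incubation: 1 h adhesion, overnight exposure; detection: fluorescence after three HBSS washes, excitation 485 nm, emission 525 nm; measure: fibronectin deposition inhibition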
esBAF inh: SWI/SNF esBAF complex inhibition | mouse ES cells, Bmi1-luciferase knock-in reporter, 24 h; 100% = twice the neutral-well signal | reporter increase, % at 12.5 µM | 350,000 tested, 2% active | AID 602393; in the data active means activation above about 40%;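 further: 0% = median of the plate's neutral control wells and 100% = double that signal; a rise in the Bmi1 reporter signal indicates esBAF inhibition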
XiGFP reactiv: reactivates the inactive X chromosome in mouse fibroblasts | XiGFP mouse fibroblasts, % GFP-positive cells imaging, 3 d; cells co-treated with 5-aza-dC sensitizer; scaled so ellipticine positive control = 100% | activation, % at 7.58 µM | 360,000 tested, 0.055% active | AID 743238;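 active means mean normalized replicate activation at least 10% and every replicate at or above 10%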;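 further: 0% = median of on-plate neutral control wells and 100% = ellipticine 6 µM median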
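System: SV40-immortalized XiGFP fibroblast cells, line 68-5-11 / Incubation: 3-day compound exposure, then 15 min fixation at room temperature / Compound: single concentration per compound, delivered by pin transfer / Buffer or medium: DMEM plus 5-aza-dC sensitizer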
Numbers without * were called inactive; · = no result given. Hits appear at their usual frequency; any-hit rate near 3%.

Compound	RAD54 inh	E-selectin induc	S100A4 MyoIIA	RAD52 anneal inh	EWS-Fli block	FN deposition inh	esBAF inh	XiGFP reactiv
CCOC(=O)C1(CC2CC2)CCN(Cc2ccc(OC)cc2F)CC1	·	·	2	0	13	-1	·	0.0
CC1CC2=C(C(=O)O1)C(c1ccc(Cl)cc1)Nc1ccccc1N2 (stereo not given)	·	·	1	-15	3	7	·	-0.1
Cc1nnsc1-c1onc(C)c1C(=O)O/N=C/c1ccc(Cl)cc1	·	·	2	1	0	2	-5	0.0
O=C(Cc1ccccc1)Nc1ccc(NC(=O)c2cccs2)cc1	·	-2.9	-1	-2	-59	4	9	0.1
CC(C)CN(CC(C)C)S(=O)(=O)N1CCC(C(=O)NCc2cccs2)CC1	10	·	5	-3	0	·	2	·
Cc1ccc2c(Cn3ccnc3)cc(=O)oc2c1C	1	·	-3	-17	9	1	17	0.0
CN(C)C(=O)CCc1ccc2c3c([nH]c2c1)[C@]1(C)[C@@H](C(=O)N2CCOCC2)C[C@H](CC(=O)NC(C)(C)C)C(=O)N1CC3	-15	0.0	-4	-9	-3	3	-5	0.0
COC(=O)CCC(=O)NC(=S)Nc1cc(Cl)ccc1Cl	3	·	2	-9	·	·	-7	·
CO[C@H]1CN(C)C(=O)c2ccc(NC(C)=O)cc2OC[C@H](C)N(Cc2cccc(F)c2)C[C@H]1C	·	0.2	·	·	-11	5	2	0.4
CC(NC(=O)Cn1cccc1C(=O)c1ccccc1)c1ccc2c(c1)OCCO2 (stereo not given)	·	1.5	0	-30	10	8	·	0.2
O=C(OCCOc1cccc(Cl)c1)c1ccc2ncsc2c1	6	·	-4	2	-1	-2	11	0.1
O=C(c1ccc(F)cc1)N1CC(=O)N2[C@H](CO)[C@H](c3ccc(-c4ccccc4)cc3)[C@@H]2C1	·	0.0	-5	3	-6	·	·	0.5

Continued; it opens with the 2 that closed the last part.
Compound	RAD54 inh	E-selectin induc	S100A4 MyoIIA	RAD52 anneal inh	EWS-Fli block	FN deposition inh	esBAF inh	XiGFP reactiv
O=C(OCCOc1cccc(Cl)c1)c1ccc2ncsc2c1	6	·	-4	2	-1	-2	11	0.1
O=C(c1ccc(F)cc1)N1CC(=O)N2[C@H](CO)[C@H](c3ccc(-c4ccccc4)cc3)[C@@H]2C1	·	0.0	-5	3	-6	·	·	0.5
Cn1c(SCC(=O)c2ccccc2)nnc1-c1cccs1	-1	2.9	-2	-11	-76	-4	68*	-0.2
COC(=O)c1c(C)cc(O)c(C)c1O	0	·	-13	-8	-1	·	-8	·
O=C(NCCCNC(=O)c1ccco1)c1ccc(F)cc1	0	-0.1	1	-3	1	0	-13	0.0
CCc1ccc(S(=O)(=O)N2CCN(C(=O)C3CCN(C(C)=O)CC3)CC2)cc1	-9	0.5	6	-5	·	·	·	0.0
CCCCOc1ccc(N=Nc2ccc(N)nc2N)cn1	2	0.2	-3	-13	-79	-6	47	0.1
C[C@@H](NC(=O)C[C@H]1CC[C@@H](NC(=O)c2cccnc2)[C@@H](CO)O1)c1ccccc1	-3	-0.1	-38	-10	-4	11	-7	-0.5
CCn1cc(C(=O)NCCc2ccc(C)cc2)c(=O)c2cc(S(=O)(=O)N(C)C)ccc21	·	-0.1	-1	-2	14	0	·	0.0
Cn1cccc1Cc1nnc(SCC(=O)N2CCCc3ccccc32)n1-c1ccc(F)cc1	-2	-0.1	-3	-18	0	-10	13	0.3
Cc1cc(C)c2oc(C(=O)NC3CCS(=O)(=O)C3)cc(=O)c2c1 (stereo not given)	2	·	-2	-17	-4	-1	-9	0.1
CCC(=O)Nc1ccc2c(c1)C(=O)N(C)[C@H]1CC[C@@H](CC(=O)NCc3ccccc3)O[C@H]1CO2	-2	0.0	-3	3	-11	2	5	0.1
Cc1c(C(=O)Nc2ccccc2)sc2nc3n(c(=O)c12)CCCCC3	·	·	-3	-20	-45	-7	·	0.1
O=[N+]([O-])c1ccc(NCCCc2ccccc2)cc1	4	-0.1	1	-6	-59	3	34	0.0
O=C(Oc1ccc(C(=S)N2CCCCC2)cc1)c1ccccc1F	4	·	1	-6	-2	-2	3	0.0
CCOc1ccccc1C(=O)OCC(=O)NCCNC(=O)COC(=O)c1ccccc1OCC	2	3.4	-2	-18	13	2	-6	-0.1
O=C(NCC1CCCO1)Nc1ccc2c(c1)OCO2 (stereo not given)	·	-0.2	3	-6	-50	-6	·	0.1
O=C1CCCN1C(=O)CSc1nnnn1-c1ccccc1	-2	0.2	1	-11	-7	5	-4	0.1
O=[N+]([O-])c1ccccc1OCCOc1ccccc1[N+](=O)[O-]	·	0.0	-3	-15	-70	-1	·	0.1
NC(N)=NC(=S)Nc1ccc(Cl)cc1	-3	-0.4	0	-9	-45	0	47*	0.0
COc1ccc(CCNC(=O)Cc2ccc(C)cc2)cc1OC	-2	·	-2	-7	-15	-10	-3	0.0
C/C(=N\NC(=O)c1cccs1)C(C)(C)C	6	1.3	·	·	·	-3	17	0.0
O=S(=O)(c1cccc2cccnc12)N1CCN(c2ccccc2)CC1	7	·	-11	-2	6	·	-7	·
CC(=O)Nc1ccc(S(=O)(=O)NCC(=O)NC(C)c2ccc(S(N)(=O)=O)cc2)cc1 (stereo not given)	21	·	1	0	9	11	4	0.3
O=C(CN1CCOCC1)NCC[C@@H]1CC[C@@H](NS(=O)(=O)c2ccc(Cl)cc2)[C@H](CO)O1	10	-0.1	8	2	-6	5	6	0.1
CN(Cc1ccc(Cl)cc1)C(CCc1ccccc1)C(=O)NC1CCCCC1 (stereo not given)	2	-1.8	-6	-11	27	-4	-5	0.0
CO[C@H]1CN(C)C(=O)c2cc(NS(=O)(=O)c3cn(C)cn3)ccc2OC[C@@H](C)N(CCC(F)(F)F)C[C@@H]1C	7	0.2	9	4	-5	·	1	-0.2
O=C(NC1CCCCC1)[C@H](CSCc1ccccc1)N1Cc2ccccc2C1=O	-3	·	-2	7	14	-4	3	0.0
CC(C)(C)c1nnc(NC(=O)CS(=O)(=O)Cc2ccccc2)s1	·	-1.7	0	-13	7	1	·	0.0
C[C@H](CO)N1C[C@H](C)[C@@H](CN(C)S(C)(=O)=O)Oc2ccc(NC(=O)C3CC3)cc2CC1=O	-1	0.6	16	-2	-2	·	-4	0.3
O=C(Nc1ncc2c(n1)CC(c1ccc(Cl)cc1)CC2=O)c1ccco1 (stereo not given)	-4	·	1	-4	-2	0	1	-0.1
CCOC(=O)c1c(NC(=O)COC(=O)/C=C/c2ccco2)sc2c1CC(C)(C)NC2(C)C	17	·	-2	28	-9	7	6	0.2
C[C@@H]1CN([C@H](C)CO)C(=O)c2cc(C#CC3CCCC3)cnc2O[C@@H]1CN(C)C(=O)C1CC1	3	-0.4	-3	-19	-15	-15	12	-0.1
OCC[C@H]1C[C@@H](O)[C@H](O)[C@@]2(OCCc3ccccc32)O1	-3	0.4	1	4	0	-1	-6	-0.1
CCc1cccc(C)c1NC(=S)N(CCCN1CCOCC1)Cc1cccnc1	-8	3.7	2	-26	3	-2	11	-0.1
COc1cc(C(=O)NCC(c2cccs2)N2CCOCC2)ccc1OCc1ccc(Cl)cc1 (stereo not given)	-6	0.3	-13	-32	13	18	17	0.2
OC(CN1CCCC(C(F)(F)F)C1)c1ccccc1 (stereo not given)	-2	0.0	1	-2	-6	2	-6	0.0
CSCCC(NC(=O)c1cccc(C)c1)C(=O)NCc1cccs1 (stereo not given)	7	-0.6	-16	-7	-3	-3	2	0.0
CNC[C@H]1Oc2ccc(NC(=O)c3ccncc3)cc2C(=O)N([C@H](C)CO)C[C@@H]1C	4	·	-8	-9	1	1	-4	0.3
CCCN(CCC)C(=O)C1CC(=O)OC12CCCCC2 (stereo not given)	·	·	7	-4	0	-13	·	0.0
C[C@@H]1CN([C@H](C)CO)C(=O)c2cccc(N(C)C)c2O[C@H]1CN(C)Cc1ccncc1	1	-0.1	-5	8	8	-5	0	0.0
C=CCN1Cc2ccccc2[C@@H]2OC(c3ccc(OCCCO)cc3)=N[C@]2(Cc2ccccc2)C1=O	3	·	-4	2	6	·	·	·
Clc1ccc(-c2nc3c4ccccc4ccn3c2Cc2ccsc2)cc1	·	0.1	-7	-58	-3	-3	·	0.2
C=C1C[C@@]23CCC4[C@@](C)(CCC[C@@]4(C)C(=O)O)C2CC[C@]1(O)C3 (stereo not given in full)	3	0.4	-1	-9	11	3	4	0.2
CCN(CC(=O)Nc1ccc(NC(C)=O)cc1)C(=O)c1cc2c(s1)CCCCC2	1	·	1	-4	-14	10	11	0.2
CC(=O)N1CCc2cc(NC(=O)C3(C)CCN3Cc3ccc(C(C)C)cc3)ccc21 (stereo not given)	5	-0.2	0	-5	11	·	9	0.2
Cc1noc(C)c1S(=O)(=O)Nc1cccc2c1O[C@@H](CN(C)S(=O)(=O)c1cn(C)cn1)[C@@H](C)CN([C@@H](C)CO)C2=O	-11	0.7	-2	-41	-1	·	-1	-0.9
O=C(CSc1ncn(-c2ccccc2)n1)Nc1nncs1	·	·	3	0	-3	·	2	0.1
c1ccc(Nc2nc3ccccc3n3nnnc23)cc1	1	-0.5	4	-18	-64	-18	75*	0.0
N#CCSc1ccc2nc(-c3ccccc3)cn2n1	13	·	-5	-10	-82	2	51*	0.0
CCOc1cc(Br)c(CN2C(=O)NC3(CCCCCC3)C2=O)cc1OCC	-6	0.2	-7	2	12	1	-2	0.0
C[C@H](CO)N1C[C@H](C)[C@@H](CN(C)Cc2ccncc2)Oc2ncc(-c3cncnc3)cc2C1=O	-3	-0.2	2	8	-5	·	1	0.0
